PGC1a acetyl inh: inhibitors of PGC1a acetylation signal, primary screen, cell-based, U2OS, AlphaScreen, inhibitor mode; AlphaScreen anti-acetyl-lysine; with virally co-expressed GCN5 acetyltransferase; inhibition, % at 15.6 µM; 350,000 compounds, 0.17% hits; AID 651687, 2012;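 active = every replicate shows inhibition of at least 40%; inconclusive = mean inhibition at least 40% but some replicate below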;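 also: 0% = neutral control wells and 100% = positive control wells; some results beyond the cut were filed as inactive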
PAX8 inh HTS: inhibitors of PAX8-driven TPO luciferase reporter, primary screen, RMG-I cells, single concentration. SteadyGlo, 24 h. inhibition, % at 12.6 µM. 360,000 compounds, 1.2% hits;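 active = mean replicate inhibition at least 60% with every replicate also reaching 60%; inconclusive = only one of the two criteria is met; inactive = mean below 60% and not all replicates reaching 60%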;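 also: luciferase light reporting Pax8 driven TPO promoter activity; plate controls were median of neutral control wells for no effect and mitoxantrone controls for full effect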
Cneo AK release: Cryptococcus neoformans cell lysis inducers, primary screen, AK release luminescence, single concentration | AID 651654, 2012 | 360,000 compounds, 0.2% hits | lysis activity, % at 15 µM | C. neoformans lysis, adenylate kinase release luminescence, 4 h; normalised: neutral wells 0, clomiphene wells 100;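 active = mean lysis activity across replicates of at least 80%, whatever share of replicates individually reach that level; inactive = mean lysis activity below 80%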
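Signal: Adenylate kinase release luminescence | Assay system: Log-phase Cryptococcus neoformans yeast cells | Input: Cells at 5 × 10^6 per mL | Buffer or medium: Fresh YPD growth medium | Compound: Single dose | Schedule: Static 4 h at 37 °C with compound, 1 h detection | Controls: Clomiphene | Read-out: Luminescence rise reflecting yeast cell lysis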
GSIS activator: GLuc luminescence reporter in INS-1E cells, primary screen for activators of glucose-dependent secretion of insulin. INS-1E GLuc reporter insulin secretion, 2-3 h. activation, % at 16.6 µM. 370,000 compounds, 0.61% hits. AID 743287, 2014;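 active = lowest replicate activation of at least 40%, so every replicate reaches that level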;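 also: 0% = median of neutral control wells and 100% = median of IBMX positive control wells; some compounds called inactive have numbers as strong as hits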
Statin myotox sup: suppressors of statin myotoxicity in C2C12 myotubes, primary screen, cell-based, single point, plate reader; C2C12 myotubes + simvastatin, ATP luminescence, 48 h; scaled: DMSO 0, geranylgeraniol control 100; rescue of ATP level, % at 7.49 µM; 330,000 compounds, 0.78% hits;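 active = mean ATP rescue above about 67%, or every replicate alone reaching that limit, limit read from the data, passing the limit was not always enough; inconclusive = no clear call, values can overlap the other calls; inactive = mean under the limit and some replicate under it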;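 also: myotubes were challenged with 10 µM simvastatin during compound exposure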
LGR2 antag: inhibitors of bursicon-induced LGR2 CRE-luciferase signal, primary screen, cell-based, HEK293, CRE-luciferase reporter, bursicon stimulation; Drosophila bursicon receptor LGR2 (rickets); bursicon-stimulated, 4 h; inhibition, % at 9.99 µM; 380,000 compounds, 0.35% hits;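 active = drop in luminescence signal, shown as inhibition above about 50% in the replicate tests, limit read from the data, passing the limit was not always enough; inconclusive = probably only some replicates passing the limit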;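 also: agonist challenge used bursicon conditioned medium at about half maximal strength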
ARNT TACC3 PPI: disruptors of ARNT/TACC3 protein interaction, primary screen, biochemical, AlphaScreen, single concentration | Transforming acidic coiled-coil-containing protein 3 (Homo sapiens), Q9Y6A5 | AlphaScreen His-ARNT PAS-B/GST-TACC3 binding, luminescence; TACC3 fragment carries E629A point mutation | inhibition, % at 9.99 µM | 390,000 compounds, 0.66% hits | AID 623870, 2012;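 active = mean inhibition of replicates at least 50% and at least half of replicates each reaching 50%; inconclusive = half or more replicates reach 50% but mean below 50%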;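 also: 0% = complete ARNT plus TACC3 wells and 100% = ARNT alone without TACC3; many hits fall short of the cut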
PglD inh: C. jejuni PglD acetyltransferase inhibitors, primary screen, biochemical, DTNB colorimetric, single point | 360,000 compounds, 0.098% hits | AID 602405, 2012 | purified PglD enzyme, DTNB colorimetric CoA detection | UDP-N-acetylbacillosamine N-acetyltransferase PglD (Campylobacter jejuni) | inhibition, % at 12.5 µM; in the data active = inhibition above about 16%, passing the limit was not always enough; inconclusive = no clear call, values can overlap the other calls; also: strong numbers were not always called active
* marks the source's active call; other numbers are inactive results; ? = inconclusive; . = not tested or not shown; & = joins results of further samples. This is a subset; the hit share may differ from the screen's.

SMILES	PGC1a acetyl inh	PAX8 inh HTS	Cneo AK release	GSIS activator	Statin myotox sup	LGR2 antag	ARNT TACC3 PPI	PglD inh
COC(=O)C1=C(c2cc3ccccc3s2)C[C@@H]2CC[C@H]1N2C(=O)N1CCCCC1	.	18	1	.	-19	16	.	2
Cc1ccc(Sc2ccc(C=C3C(=O)N(C)C(=O)N(C)C3=O)o2)cc1	7	7	-3	7	13	7	-3	-5
c1ccc2c(c1)CC1CNCc3cccc(c31)S2 (configuration not stated)	.	6	.	4	.	5	-79	.
CCOc1cc2c(cc1OCC)-n1cccc1C(c1cc(C)c(OC)cc1C)NC2 (configuration not stated)	10	-4	0	-14	10	-1	0	-3
CC(CC(C#N)(c1ccccc1)c1ccccc1)N1CCCCC1 (configuration not stated)	-9	9	.	.	-2	.	1	.
CCC(=NCCO)c1c(O)n(-c2ccccc2)c(=O)[nH]c1=O	2	.	0	26	-10	13	-3	5
CC(C)[C@]12CC(=O)[C@H](C)[C@H]1C2	16	.	0	3	-2	12	.	2
CC(C)(C)NC(=O)C1CC2CCCCC2CN1 (configuration not stated)	5	4	.	-13	9	23	-5	.
O=c1[nH]c(O)c(/C=C2\C=Nc3ccc(OCc4ccccc4)cc32)c(=O)[nH]1	19	-31	4	10	-4	3	2	-3
c1cc(-c2ccc(C3[C@H]4CNC[C@@H]3N4CC3CC3)cc2)ccn1 (some centres not stated)	-2	-20	.	15	.	-11	.	.
C[C@H]1CN([C@@H](C)CO)C(=O)CCCn2nncc2CO[C@@H]1CN(C)C(=O)Oc1ccccc1	-3&0	-1&-12	-1&1	-4	1&4	5	-8	10&1
COc1ccccc1N1CCN(Cc2ccccc2F)CC1	-4	0	-2	.	17	.	17	-3
CCOC(=O)c1ccc2c(c1)n(Cc1ccccc1)c(C)[n+]2CC	5	1	-2	19	-14	9	-1	-1
COC(=O)c1ccc(CN2CCSC2=N)cc1	.	16	-4	.	5	8	-2	2
Cc1nc2ccccc2c(=O)n1-c1ccc(Cl)c(Cl)c1	-1	-6	0	40*	-36	-8	-4	-1

Look-ups from the list.
Cc1nc2ccccc2c(=O)n1-c1ccc(Cl)c(Cl)c1 @ ARNT TACC3 PPI: -4
CCOc1cc2c(cc1OCC)-n1cccc1C(c1cc(C)c(OC)cc1C)NC2 (configuration not stated) @ ARNT TACC3 PPI: 0

Sorted by SMILES length (low to high): 3 of the compounds above
SMILES	PGC1a acetyl inh	PAX8 inh HTS	Cneo AK release	GSIS activator	Statin myotox sup	LGR2 antag	ARNT TACC3 PPI	PglD inh
CC(C)(C)NC(=O)C1CC2CCCCC2CN1 (configuration not stated)	5	4	.	-13	9	23	-5	.
CCOC(=O)c1ccc2c(c1)n(Cc1ccccc1)c(C)[n+]2CC	5	1	-2	19	-14	9	-1	-1
c1cc(-c2ccc(C3[C@H]4CNC[C@@H]3N4CC3CC3)cc2)ccn1 (some centres not stated)	-2	-20	.	15	.	-11	.	.

Continuation:
SMILES	PGC1a acetyl inh	PAX8 inh HTS	Cneo AK release	GSIS activator	Statin myotox sup	LGR2 antag	ARNT TACC3 PPI	PglD inh
Cc1cccc(CCNCc2cc3ccc(C)cc3[nH]c2=O)c1	.	7	1	17	-4	-3	0	3
COc1ccccc1CNCCc1ccc(F)cc1	.	17	-2	30	4	19	-3	-2
C=CCn1c(O)c(C(C)=NCCC2=CCCCC2)c(=O)[nH]c1=O	3	-1	2	.	.	.	21	4
COc1ccc(CN2CCN(Cc3ccccc3)CC2)c(OC)c1	-1	.	-6	.	-10	.	25	-2
CC(C)(C)OC(=O)c1c(N)n(Cc2ccco2)c2nc3ccccc3nc12	-20	-25	2	.	-14	.	-15	7
Cc1c(Cl)cccc1NC(=S)N1CC2CC(C1)c1cccc(=O)n1C2 (configuration not stated)	.	-9	.	-4	.	-9	-10	.
CN1CCCC(C(=O)c2ccccc2)C1 (configuration not stated)	20	20	3	-15	-1	.	3	0
COc1ccc(CC2C(=O)NC(=O)NC2=O)c(OC)c1	2	.	9	.	.	.	-4	-2
CCN(C(=O)CN1CC=C(c2ccccc2)CC1)c1c(N)n(Cc2ccccc2)c(=O)[nH]c1=O	.	-2	.	-1	.	-6	2	.
COc1ccc(CCNCc2sccc2C)cc1OC	-3	2	2	4	-3	17	-12	2
CN1C(=O)C(Cc2ccc(OCc3ccccc3)cc2)C(=O)N(C)C1=O	0	-24	3	6	-4	-54	12	-1
CC(=O)Nc1ccccc1C(=O)OCc1ccccc1F	2	-89	-2	4	11	-16	7	-2
c1cnc(N2CCNCC2)nc1	5	-4	1	.	6	.	-5	0
CN1C(=O)C(=Cc2ccc(N3CCOCC3)o2)C(=O)N(C)C1=O	.	9	.	-23	.	7	-6	.
Nc1c2c(nc3sc4c(c13)CCCCC4)CCCC2	-8	-92	-4	15	.	-52	-5	16
CN1CCc2nc3sc(C#N)c(N)c3c(-c3cccs3)c2C1	-22	.	0	-9	?	6	5	0
Cc1ccc2c(c1)N(C(=O)CCC(=O)N1CCC3(CC1)OCCO3)CC(C)O2 (configuration not stated)	.	-17	3	5	13	2	2	-4
Cc1ccc(-n2c(O)c(C=Nc3ccc(S(N)(=O)=O)cc3)c(=O)[nH]c2=O)cc1	-8	0	-2	7	4	13	-7	7
CCN1CCN(c2ccc(N)c(C)c2)CC1	5	-6	7	15	0	13	.	3
O=C(Cc1ccncc1)N1CCCCN2[C@H](CO)[C@@H](c3ccc(-c4ccncc4)cc3)[C@H]2C1	-2	8	-2	-5	.	-15	1	5
Cc1c(C(=O)N2CCC3(CC2)OCCO3)sc2ncnc(N(C)c3ccccc3)c12	-8	.	-4	.	7	.	-4	2
CN1CC(C(=O)c2ccc([N+](=O)[O-])cc2)C(c2ccc(Cl)cc2)C1 (configuration not stated)	-14	-2	2	-14	3	2	8	6
C[C@]12CCC3C(CCC4=C/C(=N/OCC(=O)NC(CCC(=O)O)C(=O)O)CC[C@@]43C)C1CCC2O (some centres not stated)	3	-3	0	44*	2	-8	-11	-4
COc1cccc(-c2nn(CCC#N)cc2C(=O)Nc2ccccc2Cl)c1	15	21	1	11	-1	-16	9	-2
CC(C)CNC(=O)c1c(N)n(Cc2ccco2)c2nc3ccccc3nc12	-2	.	2	19	.	.	-16	-2
CC(C)(C)C(=O)c1cn(CC(=O)NCc2ccco2)c2ccccc12	-4	-95	.	15	.	-21	0	.
COC(=O)C1=C(c2ccc(C(C)=O)cc2)C[C@@H]2CC[C@H]1N2C(=O)NC(C)C	1	-11	3	4	-5	-12	21	0
Oc1ccccc1CN(CCc1ccccc1)Cc1ccccc1	-24	10	2	8	6	9	-16	0
O=C(Cc1ccncc1)N1CCCCN2[C@H](CO)[C@H](c3ccc(C#Cc4ccccc4F)cc3)[C@H]2C1	-8	-7	7	17	-17	0	-2	1
C=CCN1CC[C@]23c4c5ccc(O)c4OC2C(O)CC[C@@]3(O)[C@H]1C5 (some centres not stated)	-6	.	2	14	4	-8	-1	-2
O=c1[nH]c(O)c(C=Nc2ccc(F)c(Cl)c2)c(=O)[nH]1	-4	-5	0	.	-14	-12	6	-3
Cc1ccc(C2(O)CN3CCC2CC3)cc1 (configuration not stated)	6	8	-2	3	-16	7	-11	6
CN1C(CC(O)c2ccccc2)CCCC1CC(O)c1ccccc1 (configuration not stated)	-3	1	2	.	-1	-5	-5	-5
CP(=O)(O)CCCN	-9	.	-1	.	-9	.	-5	2
CCN1C[C@]2(COC)CC[C@H](O)[C@]34C1[C@](O)([C@@H](OC)[C@H]23)[C@@]1(O)C[C@H](OC)[C@H]2C[C@@H]4[C@@H]1[C@H]2OC	-15	0	-1	.	-7	6	-13	-3
O=C(Nc1ccccc1)c1c(O)[nH]c(=S)[nH]c1=O	0	-40	1	1	-4	-3	13	0
CCOC(=O)C1CCN(/C=C2/C(=O)NC(=O)N(c3ccc(OCC)cc3)C2=O)CC1	6	.	-3	-8	-13	-17	2	0
COc1ccc(CNC(=O)CCC(=O)N2C[C@H]3C[C@H](C2)c2cccc(=O)n2C3)cc1	-1	.	-1	-9	7	12	-2	-1
CCN(CC)c1nc2c(C)cccn2c(=O)c1C=C1C(=O)NC(=O)NC1=O	.	-11	.	5	.	7	2	.
COC(=O)C1=C(c2ccc3ccccc3c2)C[C@@H]2CC[C@H]1N2C(=O)N1CCOCC1	2	3	1	.	-21	.	1	-3
COCCNC(=O)N1[C@H]2CC[C@@H]1C(C(=O)OC)=C(c1ccc(OC)c(OC)c1)C2	-5	-13	-3	29	-6	2	-1	-7
CN1C(=O)c2ccccc2Sc2ccc(C(=O)N3CCC4(CC3)OCCO4)cc21	1	.	3	18	-3	-3	2	1
O=C(Cc1ccccc1)N1CC2(C1)[C@H](c1ccccc1)[C@@H](CO)N2Cc1cccc(Cl)c1	-18	30	.	-15	.	-8	.	.
c1ccc(C2CN3CCC2CC3)cc1 (configuration not stated)	-1	22	0	7	.	-4	.	0
CC1(C)CC(=O)C(C=NCCN2CCN(C(=O)Cc3ccc(F)cc3)CC2)=C(O)C1	.	.	2	.	9	.	6	1
Cc1cc2ccccn2c1C(C[N+](=O)[O-])c1c(F)cccc1Cl (configuration not stated)	-10	53	1	-14	-4	15	5	-2
O=C1NC(=O)N(c2cccc(F)c2)C(=O)/C1=C/c1ccc(N2CCOCC2)cc1	-10	3	1	25	.	-8	13	-2
O=Cc1cn(CCCOc2ccccc2)c2ccccc12	.	-12	.	2	.	-17	-4	.
CN(C)C(=O)Oc1ccc(-c2cn3cc(C(F)(F)F)ccc3n2)cc1	-1	-147	0	-5	-1	-25	-1	0
CC(Cc1ccccc1)NC(=O)c1ccc(N)cc1 (configuration not stated)	1	-96	1	3	0	-22	-5	-4
COC(=O)C1=C(c2ccc3ccccc3c2)C[C@@H]2CC[C@H]1N2C(=O)NCc1ccc(C(F)(F)F)cc1	-12	30	-4	-22	0	28	-2	3
OC(CNCCc1c[nH]c2ccccc12)c1ccccc1 (configuration not stated)	.	10	-2	-1	11	-1	-2	-5
CCOC(=O)N1CCC(NC(=O)CCc2nc(C3=CCN(C)CC3)no2)CC1	.	-1	4	1&2	11	-16&6	1&-4	7
COC(=O)C1=C(c2ccc(F)cc2F)C[C@@H]2CC[C@H]1N2C(=O)NCc1ccco1	2	1	-1	-21	12	11	4	-2
COc1cc(CN2CCN(C(=O)COc3ccccc3)CC2)cc(OC)c1OC	1	.	1	.	3	.	-1	5
COc1ccccc1CN1[C@H](CO)[C@@H](c2ccccc2)C12CN(C(=O)Cc1ccccc1)C2	-2	21	.	-4	.	-13	.	.
CCCCCCn1c(N)c(C(=O)NCCN2CCOCC2)c2nc3ccccc3nc21	-13	.	4	.	112*	.	-34	-5
CS(=O)(=O)c1ccc(C2=C(CNC(=O)c3ccncc3)[C@H]3CC[C@@H](C2)N3Cc2ccccc2)cc1	-14	-11	-6	4	2	-3	.	0
